PG9 binder – small molecules binding HIV-1 gp120 antibody PG9 | TR-FRET gp120-PG9 antibody binding | inhibition, % at 6.7 µM | hit rate 0.43% among 360,000; in the data active = inhibition above about 8.5%
rCAG binder – molecules binding r(CAG) RNA repeats; r(CAG) RNA repeat, TO-PRO-1 dye displacement fluorescence; inhibition, % at 3 µM; hit rate 1.3% among 370,000; AID 651821;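 active = inhibition above the plate cutoff, the mean of all test compounds on that plate plus 3 SD, cut at about 35% in these data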;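 note: 0% = DMSO alone and 100% = 100 µM mitoxantrone as full dye displacement; higher means more dye released from RNA so lower well fluorescence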
ASAP1 inh – inhibitors of human ASAP1 ArfGAP activity; Q9ULH1; ASAP1-stimulated ARF1 GTP hydrolysis, GDP FP detection; inhibition, % at 16.5 µM; hit rate 0.19% among 360,000; in the data active = inhibition above about 25%;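 note: 0% = vehicle with enzyme and substrate and 100% = no enzyme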
Target sequence (Q9ULH1 325-724 limits assumed): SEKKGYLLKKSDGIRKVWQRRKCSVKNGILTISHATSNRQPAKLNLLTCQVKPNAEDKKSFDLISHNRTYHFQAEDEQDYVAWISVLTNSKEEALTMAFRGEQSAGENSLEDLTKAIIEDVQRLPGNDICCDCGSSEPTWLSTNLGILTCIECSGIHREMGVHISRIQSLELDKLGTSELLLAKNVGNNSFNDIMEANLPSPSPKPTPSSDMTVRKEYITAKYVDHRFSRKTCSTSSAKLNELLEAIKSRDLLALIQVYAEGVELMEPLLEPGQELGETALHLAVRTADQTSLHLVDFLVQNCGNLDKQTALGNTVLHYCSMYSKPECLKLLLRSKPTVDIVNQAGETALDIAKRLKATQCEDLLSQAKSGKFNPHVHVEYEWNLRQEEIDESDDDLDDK
NR1D1 modulator – modulates human Rev-erb alpha binding to DNA; P20393; activity, % at 10 µM; hit rate 0.79% among 370,000; Rev-erbα–FITC-DNA binding, fluorescence polarization, 90 min; AID 1259318;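 active = activity above about 14%, limit read from the data; passing the limit was not always enough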;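 note: 0% = DMSO wells with 35 nM protein and 100% = DMSO wells with 750 nM protein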
NPR1 activator – GC-A (human) enzyme activation | HEK293 GC-A cells, cGMP TR-FRET, EC30 ANP; 0% at EC30 ANP, 100% saturating ANP | P16066 | activation, % at 10 µM | hit rate 0.14% among 370,000; in the data active = activation above about 40%
GC-B act – GC-B (human) receptor activation; P20594; HEK293-GC-B cells, CNP EC30, cGMP TR-FRET; 0% at EC30 CNP, 100% saturating CNP; activation, % at 10 µM; hit rate 0.11% among 370,000;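 active = activation at 10 µM reaching about 35% in either raw or pattern-adjusted values, limit read from the data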
SMARCA2 activ – increases SMARCA2 function in MMTV reporter cells | MG213 cells, MMTV-luciferase reporter, dexamethasone, overnight | activation, % at 9.1 µM | AID 652017 | hit rate 1% among 370,000; in the data active = activation above about 7.8%;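 note: 0% = vehicle wells and 100% = reference activator wells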
mABHD4 FP – inhibits mouse alpha/beta hydrolase domain 4. AID 720543. purified mABHD4, FP-Rh probe fluorescence polarization. hit rate 0.54% among 370,000. inhibition, % at 8.92 µM;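 active = inhibition exceeding the mean over every tested compound plus 3 SD, cut at about 30% in these data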;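 note: 0% = plate median of compound wells and 100% = S159A mutant with DMSO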
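Assay system: mouse ABHD4 enzyme, wild type / Also added: fluorescent activity-based probe FP-Rh / Doses: single nominal dose of 8.92 µM, 0.89% DMSO final / Timing: 45 min compound pre-incubation plus 60 min probe step, 25 °C / Signal: FP readout, ex 525 nm / em 598 nm / Control set: S159A mutant/DMSO as 100%, compound-well median as 0%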
HTRA1 inh – HTRA1 (human) protease inhibition | Q92743 | recombinant HTRA1, FP-rhodamine activity-based probe, fluorescence polarization | inhibition, % at 5.96 µM | hit rate 0.5% among 340,000; in the data active = inhibition above about 36%;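 note: 0% = enzyme with DMSO and 100% = wells lacking enzyme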
Target sequence (Q92743 whole entry, looked up): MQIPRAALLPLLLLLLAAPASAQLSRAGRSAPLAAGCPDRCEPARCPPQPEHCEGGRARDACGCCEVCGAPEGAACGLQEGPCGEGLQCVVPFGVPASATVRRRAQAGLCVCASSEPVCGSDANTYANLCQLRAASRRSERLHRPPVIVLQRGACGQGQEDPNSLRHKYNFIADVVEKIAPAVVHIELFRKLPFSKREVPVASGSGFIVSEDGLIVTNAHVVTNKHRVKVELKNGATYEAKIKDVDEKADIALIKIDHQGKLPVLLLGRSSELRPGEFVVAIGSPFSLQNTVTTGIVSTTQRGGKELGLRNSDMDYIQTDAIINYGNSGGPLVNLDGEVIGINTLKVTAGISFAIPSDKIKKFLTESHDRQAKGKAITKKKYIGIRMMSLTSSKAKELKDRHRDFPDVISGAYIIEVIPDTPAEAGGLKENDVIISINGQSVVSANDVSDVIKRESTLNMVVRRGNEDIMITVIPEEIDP
ARFGAP1 inh – rat ARFGAP1 inhibition; Q62848; hit rate 0.26% among 360,000; inhibition, % at 16.5 µM; AID 651572; Arfgap1-stimulated ARF1 GTP hydrolysis, GDP FP detection;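 active = inhibition above a per-plate limit, mean inhibition of low control wells plus 3 SD, cut at about 25% in these data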;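 note: 0% = DMSO wells with enzyme and 100% = wells lacking Arfgap1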
Target sequence (Q62848 1-136 limits assumed): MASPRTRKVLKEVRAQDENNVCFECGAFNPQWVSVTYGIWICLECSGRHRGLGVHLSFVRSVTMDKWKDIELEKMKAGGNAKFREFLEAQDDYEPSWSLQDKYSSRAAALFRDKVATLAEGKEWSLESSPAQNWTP
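Material – truncated rat Arfgap1 GAP domain · Buffer or medium – HEPES-based buffer, pH 7.5 · Reagent – human ARF1(Δ1-17)-GTP substrate · Dosing – 16.5 µM single point, 1.26% DMSO · Schedule – GTP hydrolysis reaction 2 h at 25 °C · Technique – GDP detection by fluorescence polarization · Benchmarks – No-Arfgap1 wells (100%) versus DMSO full-reaction wells (0%) · Repeats – single replicate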
* hit, by the source's call; / = not tested or not shown.

SMILES	PG9 binder	rCAG binder	ASAP1 inh	NR1D1 modulator	NPR1 activator	GC-B act	SMARCA2 activ	mABHD4 FP	HTRA1 inh	ARFGAP1 inh
Cc1cnc(NC(=O)CSc2nnc(Cc3ccccc3)n2C)s1	1.2	-6	3	-7	5	3	-3	11	5	-3
C=CCOc1ccc(CN(C)C(=O)c2ccc(CNS(=O)(=O)c3ccc(C)c(C)c3)cc2)cc1	0.2	6	8	1	-3	-8	-3	-16	-33	-1
Cn1cccc1Cc1nnc(SCC(=O)NCc2ccc3c(c2)OCO3)n1CCc1ccccc1	-1.8	0	-9	-3	-17	-3	-2	1	12	-7
CCOC(=O)Cc1ccc(NC(=O)c2ccccc2Br)cc1	-1.1	-4	5	4	1	1	1	-4	2	13
CCC(=O)N1CCN(c2ccc(Cl)cc2NC(=O)c2ccc([N+](=O)[O-])o2)CC1	-1.8	-2	11	1	-6	1	-1	3	0	-11
CC(/C=N/n1c(C2CCCCC2)n[nH]c1=S)=C\c1ccccc1	-2.1	10	-2	5	-3	3	1	-11	-28	-1
c1ccc(CCc2cc3ccccc3[nH]2)cc1	-0.5	2	12	4	0	-3	4	-2	-1	9
O=C(CSc1ccc(-c2cccnc2)nn1)N1CCCc2ccccc21	-0.2	1	0	-6	0	-3	-1	3	/	1
Cc1ccc(S(=O)(=O)N2CCCCC2)cc1NC(=O)Cn1cnnn1	2.1	5	0	2	-2	-1	-2	-12	2	1
Cc1ccc(NCc2nnc(SCC(=O)N3CCc4ccccc43)n2C)cc1	-2.4	-3	-5	8	1	1	6	1	-5	6
COCCCNCCCOc1ccc(C)cc1Br	0.9	0	-8	4	-2	0	1	-1	5	2
Cc1c(NC(=O)c2cc(-c3ccc(Cl)c(Cl)c3)on2)c(=O)n(-c2ccccc2)n1C	-0.7	7	-11	10	4	1	1	-12	-4	5
Cc1ccc(NS(=O)(=O)c2ccc(-c3cnc(C4CC4)o3)cc2)c(C)c1	0.5	2	-10	7	-3	-3	-1	-5	-50	8
CCOCC(O)CSCc1ccc(Cl)cc1 (centres undefined)	-1.2	-4	-9	1	5	-1	-1	3	-3	-1
COc1ccc(/C(N)=N/OC(=O)c2cccc([N+](=O)[O-])c2C)cc1	0.1	1	20	9	6	-3	-2	2	1	15
Cc1noc(C)c1COC(=O)c1cc2ccccc2cc1O	-2.4	0	14	2	3	2	2	-4	-12	6
Cc1[nH]c(=O)[nH]c(=O)c1S(=O)(=O)Nc1ccc(S(N)(=O)=O)cc1	0.0	-3	-6	0	4	-3	-2	2	0	8
CCOC(=O)CCCNC(=O)CCNC(=O)c1ccc(OC(C)C)cc1	-0.5	-3	14	-6	2	5	0	4	6	4
COC(=O)C1=C(C)N(Cc2ccccc2C(F)(F)F)C(=NCc2ccccc2C(F)(F)F)NC1c1ccc(F)cc1 (centres undefined)	0.2	2	-11	8	-6	0	4	1	/	14
Cc1ccc(NS(=O)(=O)c2cc(OCC(N)=O)c(C)cc2Cl)cc1C	-0.3	1	10	8	-17	-12	-6	1	-3	-1
CN1CCCN(S(=O)(=O)c2ccc3ccccc3c2)CC1	0.5	-3	-8	-3	-1	1	-4	-3	5	1
CC(Oc1ccccc1)C(=O)Nc1ccccc1O (centres undefined)	-1.8	2	-1	4	5	-11	-2	-1	-2	1
Cc1cc(S(=O)(=O)NCCC2=CCCCC2)ccc1Br	1.2	-4	14	-12	-2	-4	-4	-15	-35	10
O=C(/C=C/c1c(F)cccc1Cl)N1CCc2ccccc2C1	-2.2	-1	-1	0	1	-2	2	3	-21	-11
CC(=O)c1ccc(N(CC(=O)NC2CCCC2)C(=O)c2ccc(C)s2)cc1	-0.1	-2	-4	-5	2	-4	-2	-3	3	-8

Pulled by structure from the list above, 4 records:
SMILES	PG9 binder	rCAG binder	ASAP1 inh	NR1D1 modulator	NPR1 activator	GC-B act	SMARCA2 activ	mABHD4 FP	HTRA1 inh	ARFGAP1 inh
O=C(CSc1ccc(-c2cccnc2)nn1)N1CCCc2ccccc21	-0.2	1	0	-6	0	-3	-1	3	/	1
Cc1c(NC(=O)c2cc(-c3ccc(Cl)c(Cl)c3)on2)c(=O)n(-c2ccccc2)n1C	-0.7	7	-11	10	4	1	1	-12	-4	5
COCCCNCCCOc1ccc(C)cc1Br	0.9	0	-8	4	-2	0	1	-1	5	2
COC(=O)C1=C(C)N(Cc2ccccc2C(F)(F)F)C(=NCc2ccccc2C(F)(F)F)NC1c1ccc(F)cc1 (centres undefined)	0.2	2	-11	8	-6	0	4	1	/	14

Other compounds.
SMILES	PG9 binder	rCAG binder	ASAP1 inh	NR1D1 modulator	NPR1 activator	GC-B act	SMARCA2 activ	mABHD4 FP	HTRA1 inh	ARFGAP1 inh
Cc1ccccc1-n1c(=O)cc(N2CCC3(CC2)OCCO3)[nH]c1=O	-0.4	-2	5	-3	-1	5	-3	2	0	-2
Cc1ccc(S(=O)(=O)N2CCN(S(=O)(=O)N3CCCCC3)CC2)c(C)c1	-0.2	-4	-11	3	-3	8	-1	1	0	1
CCN(c1ccccc1)S(=O)(=O)c1ccc(C(=O)Nc2ncccc2C)cc1	-1.6	-3	11	8	-1	5	2	-4	3	9
CCC(C(=O)NC(C)(C)C)N(Cc1ccco1)C(=O)Cn1nnc(-c2ccc(F)cc2)n1 (centres undefined)	-0.2	-10	3	-3	-4	-2	-3	-2	-10	-2
CCc1ccc(CN2CCC(n3nccc3NC(=O)c3cccc(F)c3)CC2)cc1	-1.1	-6	9	-4	1	-5	3	3	-8	10
COc1ccc(NC(=O)COc2cccnc2[N+](=O)[O-])cc1OC	0.1	-1	6	-5	-4	-2	-1	-3	1	-3
CN1CCN(C(=O)c2ccc(CNS(=O)(=O)c3ccc(F)c(Cl)c3)cc2)CC1	-1.5	-8	-5	3	0	3	-4	-6	1	-10
Cc1cc(NC(=O)COn2nnc3ccc(Cl)cc32)no1	-0.9	-2	14	2	-4	-7	0	0	-7	3
Cn1c(CNc2ccccn2)c(C#N)c2ccccc21	-0.8	-2	6	5	-2	-5	-1	-3	-9	-1
CC(C)(CO)NCc1cc(Br)ccc1OCc1ccccc1	-0.3	1	-19	-4	-31	-13	-3	8	1	-8
O=C(COC(=O)Cc1c(F)cccc1Cl)NNC(=O)c1ccccc1	-0.9	2	6	3	3	4	-3	2	11	-11
C[C@@H]1CN([C@@H](C)CO)S(=O)(=O)c2ccc(-c3ccc(C#N)cc3)cc2O[C@@H]1CN(C)Cc1ccccn1	-0.1	3	9	-3	1	-3	0	-5	-9	0
O=C(Nc1cccc(S(=O)(=O)N2CCCCCC2)c1)C1CCN(C(=O)c2ccc(F)cc2)CC1	-2.0	-1	2	-4	-1	0	0	-8	-12	8
NC(=O)C1CCN(CCC(=O)Nc2ccc(Br)cc2)CC1	-0.6	-2	-9	-4	2	-11	-3	-2	2	-1
COc1cccc(-c2csc(NC(=O)Nc3ccccc3)n2)c1	2.1	54*	6	6	12	-4	-4	-108	-44	4
CC(=O)NNc1ncnc2ccccc12	-1.9	1	-4	1	-1	5	0	-5	-1	-18
CCOc1ccc(/C=C/C(=O)c2c(O)c3ccccc3oc2=O)cc1	0.5	8	1	-4	-1	7	-2	2	-8	-1
CC(C)n1nc(C(=O)NCCc2ccc(S(N)(=O)=O)cc2)c2ccccc2c1=O	-1.2	2	-5	-3	0	-4	0	-2	0	15
COc1ccc(NC(=O)Cn2nnc(C(=O)NCc3ccco3)c2N)cc1	2.0	1	-4	2	1	0	-3	10	8	10
COC(=O)c1cccc(NC(=O)/C(=C\c2ccco2)NC(=O)c2ccco2)c1	1.2	19	-2	-9	-1	4	5	1	-1	16
COc1ccc(CSCCc2n[nH]c(=S)n2-c2ccccc2)cc1	1.8	-1	15	-1	1	-5	1	0	0	2
Cc1ccc(S(=O)(=O)N2CCOCC2)cc1NC(=O)COC(=O)Cc1ccc(Cl)cc1	0.3	4	10	7	-4	-5	-3	1	-6	13
C=CC[C@@H](CC(=O)NCCO)C(=O)NC[C@@H](OC(=O)[C@H](CC=C)CC(=O)OC(C)(C)C)c1ccccc1	0.4	-7	-3	-1	-1	-1	0	4	2	3
NS(=O)(=O)c1ccc(CCNC(=O)COC(=O)/C=C/c2ccc(Cl)cc2)cc1	1.0	5	-5	-2	4	-5	-4	-3	-1	0
CC(O)CO (centres undefined)	-2.4	0	-3	-5	0	-10	2	1	3	-9
(cont.)
SMILES	PG9 binder	rCAG binder	ASAP1 inh	NR1D1 modulator	NPR1 activator	GC-B act	SMARCA2 activ	mABHD4 FP	HTRA1 inh	ARFGAP1 inh
COC(=O)[C@]12C[C@H](CC(=O)N3CCOCC3)C(=O)N(Cc3ccco3)C1=C[C@H](COCc1ccccc1)O[C@@H]2C	/	3	/	8	-3	10	3	3	/	/
O=C1OC(c2ccc(Cl)cc2)=N/C1=C\c1cccnc1	-0.2	2	-13	-1	-15	1	0	-5	-2	-13
CCOC(=O)C1CCCN(C(=O)CSCc2ccccc2)C1 (centres undefined)	-0.2	3	-15	-7	4	4	4	7	6	7
CC1CCCCC1NC(=O)C1CC(=O)N(Cc2ccccc2)C1 (centres undefined)	2.0	-5	24	-3	1	1	-1	-8	2	-5
COc1ccc2sc3c(=O)[nH]c4ccccc4c3c2c1	4.7	10	-9	21	8	-9	0	1	-6	-2
Cc1nn(-c2ccccc2)c(C)c1/C=C/C(=O)OC(C)C(=O)Nc1ncc(Cl)cc1Cl (centres undefined)	-2.5	2	-1	2	7	0	-3	-1	1	1
Cc1cccc(C)c1NC(=O)C1CCN(C(=O)c2cccs2)CC1	-0.6	4	-10	-6	-2	3	-4	2	1	-1
O=C(Nc1cccc(C(F)(F)F)c1)c1cc2c(s1)-c1ccccc1OC2	-0.5	3	-6	1	-1	-5	-1	-13	-50	13
CCNc1nc(OC)nc(SCC(=O)Nc2ccccc2)n1	-2.4	-2	8	3	-1	1	1	-10	4	8
CCC[C@@H]1C[C@@]1(CCC)[C@@H](NP(=O)(c1ccccc1)c1ccccc1)c1ccc(C(=O)OC)cc1	-2.0	-2	-3	2	-9	-16	-2	-6	/	-10
CCOc1nc(S(=O)(=O)c2ccc(C)cc2)c(Cl)s1	-1.9	2	-3	0	-4	1	1	3	-11	-1
Cc1ccc(C(=O)C(C)OC(=O)c2cc3cc([N+](=O)[O-])ccc3oc2=O)cc1 (centres undefined)	-1.8	19	-15	-3	17	-2	-2	7	-8	-12
CCC1Oc2ccc(C)cc2N(CC(=O)NCCCN2CCCCC2CC)C1=O (centres undefined)	-2.7	-1	-4	2	-6	-7	1	-3	-2	-4
Cc1nc(NC(=O)/C=C/c2ccccc2)sc1C(=O)N(C)C	1.1	-3	-9	-2	1	1	10*	-3	0	8
COCCOC(=O)C1=C(C)NC2(O)c3ccccc3C(=O)C12O (centres undefined)	0.5	4	14	2	4	0	-2	-1	6	-8
COC(=O)C1CC(=O)c2ccsc2C1 (centres undefined)	-1.4	-1	0	-1	0	2	-3	-7	4	-2
CC(C(=O)Nc1ccccc1Br)N1c2cccc3cccc(c23)S1(=O)=O (centres undefined)	-2.3	2	12	10	-7	-7	-1	-10	-17	7
O=C(CNC(=O)c1ccc(Cl)cc1Cl)NCC1CCCO1 (centres undefined)	-0.9	0	-1	-1	1	7	-2	5	2	-2

This is a random part of the collection, and some 4.4% of all compounds hit somewhere here.
